# Source: PubChem BioAssay (National Center for Advancing Translational Sciences (NCATS))
# RXFP1 ag: qHTS Assay for Agonists of the Relaxin Receptor RXFP1. HEK293T-RXFP1 cAMP TR-FRET, 30 min; response scale: percent of porcine relaxin response, buffer zero. Potency, µM (doses to about 57.5 µM), without a hit: top-dose activation, usual class: activators. 370,000 tested, 0.3% active; also: potency is read from the fitted curve at half-maximal effect; % is scaled to controls: 0 for no effect and ±100 for the full control effect; nearly all actives have a fitted effect of over 60% in size; many of its hits are not listed in these tables
# Target sequence (Q9HBX9 whole entry, looked up): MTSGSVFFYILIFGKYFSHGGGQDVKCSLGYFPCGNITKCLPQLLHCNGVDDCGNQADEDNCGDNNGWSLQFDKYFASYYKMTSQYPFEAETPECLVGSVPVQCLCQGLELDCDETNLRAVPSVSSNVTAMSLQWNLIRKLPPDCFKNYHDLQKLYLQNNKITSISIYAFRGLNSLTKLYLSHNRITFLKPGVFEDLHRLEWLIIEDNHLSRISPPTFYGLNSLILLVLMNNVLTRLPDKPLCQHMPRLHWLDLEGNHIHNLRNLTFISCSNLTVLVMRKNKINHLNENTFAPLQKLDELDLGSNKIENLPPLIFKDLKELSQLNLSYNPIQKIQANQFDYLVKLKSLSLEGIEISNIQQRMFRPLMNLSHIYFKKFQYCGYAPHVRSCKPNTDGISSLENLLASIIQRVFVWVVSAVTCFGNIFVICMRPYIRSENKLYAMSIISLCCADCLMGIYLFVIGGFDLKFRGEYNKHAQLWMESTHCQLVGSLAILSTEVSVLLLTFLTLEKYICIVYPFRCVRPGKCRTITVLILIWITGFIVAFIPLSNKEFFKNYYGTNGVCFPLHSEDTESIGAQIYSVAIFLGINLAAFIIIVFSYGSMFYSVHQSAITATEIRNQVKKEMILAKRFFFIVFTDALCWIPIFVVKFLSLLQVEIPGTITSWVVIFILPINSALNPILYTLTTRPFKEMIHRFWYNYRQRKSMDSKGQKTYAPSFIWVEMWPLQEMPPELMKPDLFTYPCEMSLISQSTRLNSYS
#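 Agonist response is measured as cAMP accumulation in an RXFP1-transfected HEK293T line under PDE4 inhibition. Values are scaled between buffer-only and 29 nM porcine relaxin, and EC50s come from standard Hill equation fits.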
# Apoferritin bind: qHTS Assay for Identification of Novel General Anesthetics; Ferritin light chain (Equus caballus), P02791; apoferritin/1-aminoanthracene competitive binding, fluorescence; Potency, µM (titrated, usually from 77.5 µM), without a hit: top-dose activity change, negative = displacement, usual class: inhibitors; 350,000 tested, 0.074% active; also: potency is read from the fitted curve at half-maximal effect; % is scaled to controls: 0 for no effect and ±100 for the full control effect; nearly all actives have a fitted effect of over 20% in size
# Target sequence (P02791 2-175 limits assumed): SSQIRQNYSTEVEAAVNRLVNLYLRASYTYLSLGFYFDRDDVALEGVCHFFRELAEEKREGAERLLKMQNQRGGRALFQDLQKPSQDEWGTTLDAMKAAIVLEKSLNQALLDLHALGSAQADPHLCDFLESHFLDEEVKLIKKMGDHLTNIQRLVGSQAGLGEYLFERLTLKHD
#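 Horse-spleen apoferritin (10 uM) in 50% saturated 1-aminoanthracene in PBS was incubated 10 min at room temperature with compound. Fluorescence (ex 380, em 535 nm) was normalized to free and bound 1-AMA, with concentration-response fitted by a four-parameter Hill equation.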
# TRHR ag: qHTS for Small Molecule Agonists and Allosteric Enhancers of Human TRH Receptor: Primary Screen for Agonists; Thyrotropin-releasing hormone receptor (Homo sapiens), P34981; activation, % at 2 µM; 360,000 tested, 0.18% active; TRHR cells, calcium flux fluo-8, FDSS agonist mode; in the data active = activation above about 30%; also: 0% is about no effect
#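 Steps: seed TRHR cells overnight; add fluo-8 no-wash Ca dye, RT 30 min–1.5 h; record 10 s baseline; pin-transfer compounds; monitor fluorescence 1 cycle/s for the agonist window. Calcium increases flag candidate agonists.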
# D1 agonist: Allosteric Agonists of the Human D1 Dopamine Receptor: qHTS; activation, % at 2 µM; 360,000 tested, 1% active; AID 504660, 2011; D(1A) dopamine receptor (Homo sapiens), P21728; HEK293 T-REx D1 cells, calcium flux, agonist mode; in the data active = activation above about 30%; also: 0% is about no effect
#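 Tetracycline-induced HEK293 TREx D1 cells, force-coupled to calcium signalling, were dye-loaded with a no-wash calcium kit. Compound was pin-added after a 10 s baseline. Fluorescence was read kinetically at 1 cycle/s for 180 s, with calcium rises flagged as agonism.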
# RXFP1 antagonist: qHTS Assay for Antagonists of the Relaxin Receptor RXFP1. Relaxin receptor 1 (Homo sapiens), Q9HBX9. HEK293-RXFP1, relaxin-stimulated cAMP HTRF, 30 min; hits give low values. activity change, negative = inhibition, % at 57.5 µM. 350,000 tested, 0.59% active. AID 1259400, 2018;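 active = activity change of -60% or lower, but not beyond a set lower limit; inconclusive = change between -60% and -40%, or beyond the set limit; inactive = change above -40%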; also: % is scaled to controls: 0 for no effect and ±100 for the full control effect
# D1 antagonist: Antagonist of Human D 1 Dopamine Receptor: qHTS | D(1A) dopamine receptor (Homo sapiens), P21728 | HEK293 TREx D1 cells, calcium flux, dopamine EC80; hits give low values | activity change, negative = inhibition, % at 10 µM | 360,000 tested, 3.2% active; in the data active = activity change below about -30%; also: % is scaled to controls: 0 for no effect and ±100 for the full control effect
#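 After overnight tetracycline induction at 30 C, force-coupled D1 HEK293 cells took up a no-wash calcium dye at room temperature. Compounds were added and monitored 180 s, and the response to EC80 dopamine was then recorded.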
# D1 PAM: Potentiators of Human D1 Dopamine Receptor: qHTS | D(1A) dopamine receptor (Homo sapiens), P21728 | AID 504651, 2011 | 360,000 tested, 0.036% active | HEK293 TREx D1 cells, calcium flux, dopamine EC20 potentiation | potentiation, % at 10 µM; in the data active = potentiation above about 30%; also: 0% is about no effect
# D2 potentiator: HTS Assay for Positive Allosteric Modulators of the Human D2 Dopamine Receptor: Primary Screen for Potentiators | D(2) dopamine receptor (Homo sapiens), P14416 | HEK293 T-REx D2, calcium flux, EC20 dopamine potentiation | potentiation, % at 10 µM | 340,000 tested, 0.34% active | AID 485347, 2010;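 active = potentiation over 3 SD above the plate norm, cut at about 30% in these data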; also: 0% is about no effect
#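 Tetracycline-induced Hek293 Trex D2 cells, force-coupled to calcium, loaded with no-wash calcium dye. Compound added with 180 s kinetic read for agonism, then EC20 dopamine and a further 180 s read for potentiation.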
# TRHR PAM: qHTS for Small Molecule Agonists and Allosteric Enhancers of Human TRH Receptor: Primary Screen for Enhancers | Thyrotropin-releasing hormone receptor (Homo sapiens), P34981 | TRHR cells, fluo-8 calcium fluorescence, EC20 TRH enhancement | enhancement, % at 2 µM | 360,000 tested, 0.66% active | AID 493056, 2011; in the data active = enhancement above about 30%; also: 0% is about no effect
#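 Enhancer read-out: after compound pinning and an initial kinetic agonist-mode read, an EC20 of TRH (10 nM final) was injected and fluo-8 calcium signal (Ex 480/Em 530) followed at 1 s/cycle for 100 cycles in TRHR-expressing cells.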
# Active calls of the source: *; ? = inconclusive; . = not tested or not shown; & = joins results of further samples; [ ] = dose if it differs, or a comment. Unless noted, calls follow the shape of the dose curve; as a rule, active = well fitted curve in the direction sought with a large enough effect; inconclusive = small, poorly fitted or top-dose-only effect, or another doubt; inactive = no such curve, though single readings can be large; an effect the other way counts as inactive or inconclusive. An excerpt (hit frequency here may not be typical).
compound	TRHR ag	D1 antagonist	TRHR PAM	D1 PAM	D1 agonist	RXFP1 antagonist	Apoferritin bind	D2 potentiator	RXFP1 ag
O=C(NCc1ccccc1)c1cccc(COc2cc(Cl)ccc2Cl)c1	1.1	-2	-2	12	12	15	-20%	21	-1.3%
Cc1nnc(SCC(=O)NC2CC2)n1-c1ccccc1	0.8	-3	-2	-11	2	7	-3%	9	0.7%
Cc1cc(Br)ccc1NC(=O)c1c(C)oc2ncnc(N3CCCCC3)c12	-1.1	6	-5	3	-1	.	-6%	2	-2.1%
CCC(C)OC(=O)C[N+](C)(C)CCOC1CC2CCC1(C)C2(C)C (stereo unspecified)	0.5	6	-12	1	1	-9	-9%	-4	-1.0%
Cc1cccc(C)c1NC(=O)Cn1c(CN2CCCCC2)nc2ccccc2c1=O	0.4	-5	3	3	4	5	-1%	2	1.5%
CCCOC(=O)c1ccc(Oc2c(-c3ccc(OCC)cc3O)n[nH]c2C)cc1	0.1	9	4	-3	9	-26	0%	-4	1.9%
C(=C\c1ccccc1)/CSc1nnc(-c2cnccn2)n1Cc1ccco1	-0.2	-7	-8	2	-1	-16	3%	11	0.1%
CC(=O)Nc1ccc(SCC(=O)NCCc2ccc(F)cc2)cc1	-0.5	6	-3	-4	0	7	8%	-13	0.8%
O=C(NCc1ccccc1Br)c1cccc2c1C(=O)c1ccc(N3CCOCC3)cc1S2(=O)=O	16	-18	-1	2	37*	.	.	11	0.0%
COc1cc(NC(=O)c2ccc(CNc3c(N4CCOCC4)c(=O)c3=O)cc2)cc(OC)c1	0.3	-8	0	-8	2	.	-10%	.	2.1%
O=C(N/N=C/c1c(Cl)[nH]c2ccccc12)c1sc2ccccc2c1Cl	0.9	-5	-6	-8	3	-13	58%[activator]	-1	0.0%
COC(=O)c1ccc(N2CCc3ccccc32)c([N+](=O)[O-])c1	-0.5	-14	-3	3	0	-3	-22%	-4	3.3%
O=C(Nc1nc2cc3c(cc2s1)OCCO3)c1cccc(S(=O)(=O)N2CCOCC2)c1	0.0	11	9	-5	0	.	-5%	.	2.8%
COc1ccc2sc(NC(=O)c3ccco3)nc2c1	-0.1	-7	6	0	1	-18	-16%	-6	1.6%
COc1cccc(CN(C)C(=O)c2ccc(S(=O)(=O)N3CCCC3)cc2)c1OC	-0.2	-10	-2	-2	8	10	-22%	-3	0.3%
Cn1nc(C(=O)OCC(=O)NCCc2ccccc2)c2ccccc2c1=O	-0.4	-3	-5	-4	1	3	-12%	-1	4.6%
CNS(=O)(=O)c1cc(C(=O)NCc2ccco2)ccc1Cl	0.3	8	0	-1	1	-3	-13%	-7	-0.7%
Cc1cccn2c(=O)c(C(=O)NCCc3ccccc3)c(O)nc12	0.1	18	2	-2	1	-8	?	21	1.2%
Cc1cc(C)c(C#N)c(SCC(=O)C2CC2)n1	-0.4	9	-4	6	2	4	4%	-10	0.2%
COc1ccccc1NC(=O)CN(c1ccc(C)cc1)S(=O)(=O)c1c(C)n[nH]c1C	-0.5	-54*	2	-8	4	4	?	1	1.8%
CC(OC(=O)/C(C#N)=C/c1ccc(N(C)C)cc1)C(=O)NCc1ccco1 (stereo unspecified)	16	-10	7	1	35*	.	.	9	22%
O=[N+]([O-])c1c(NCCO)cc(N2CCC3(CC2)OCCO3)c2nonc12	0.0	-14	7	3	4	.	6%	0	0.7%
COc1ccc(OCC(O)CN(C)C(=O)C(C)Oc2ccccc2)cc1 (stereo unspecified)	0.3	-14	-2	-3	3	11	-1%	-6	-1.7%
COc1cc(C(=O)OC(C)C(=O)Nc2ccc3c(c2)OCO3)ccc1OCc1c(C)noc1C (stereo unspecified)	-0.2	10	-3	-5	1	1	-10%	7	2.0%
O=C(C1CCN(C2CCN(Cc3ccc4c(c3)CCO4)CC2)CC1)N1CCOCC1	0.1	-13	-4	-3	0	-21	-10%	-3	-1.8%
CCCC(C)NC(=O)COc1ccc(S(=O)(=O)N2CCCC2)cc1 (stereo unspecified)	0.3	-4	-1	1	0	-2	-6%	-4	-0.8%
Cc1ccc(C(=O)/C=C/c2cn(CC(O)CN3CCOCC3)c3ccccc23)cc1 (stereo unspecified)	10	17	-1	-11	2	-16	-4%	.	0.0%
COc1ccc(N2C(=O)C(CC(=O)Nc3ccc(Cl)cc3)N(Cc3ccc4c(c3)OCO4)C2=O)cc1 (stereo unspecified)	1.3	-5	11	-2	0	.	-14%	-26	-2.3%
COc1cc(NC(=O)c2c(F)cccc2F)c(Cl)cc1Cl	-0.7	9	11	-3	-4	10	-9%	-1	14%
O=C(Cn1cnc2onc(-c3ccc(F)cc3)c2c1=O)Nc1ccc(F)c(Cl)c1	2.5	-10	3	6	5	.	-14%	5	-2.4%
CCOc1ccccc1NC(=O)CC1(CC(=O)N2CCOCC2)CCCC1	-0.2	-4	0	-3	1	3	.	8	1.0%
CCOc1ccc(N/C(C)=C/C(=O)c2ccc3c(c2)OCCO3)cc1	1.0	-2	-2	3	7	3	-1%	-6	5.6%
Cc1cccnc1N(C(=O)Nc1ccccc1)C1=NCC(C)(C)S1	-0.1	1	3	1	2	4	-11%	-4	0.4%
Cc1ccc(-c2csc3ncn(CC#N)c(=O)c23)cc1	-2.6	-10	14	-5	0	-12	-13%	4	-0.4%
O=C(Nc1nnc(S(=O)(=O)N2CCCCC2)s1)c1ccccc1Br	0.5&0.3	-6&9	-4&12	-1&4	6&1	0&-15	-13%&-8%	-1&-13	-1.8%
CC1=C(C(=O)OC2CCCCC2)C(c2ccccc2)NC(=O)N1 (stereo unspecified)	-1.4	-10	-4	-12	1	-31	?	4	0.2%
COc1ccc(Sc2nnc(Cc3ccccc3)c3ccccc23)cc1	0.7	7	-1	22	4	-4	?	-6	8.6%
Cc1cc(C)n2nc3nc(N4CCCC4)nc(-c4ccccc4)c3c2n1	0.1	1	3	-3	0	-10	-23%	-2	13%
CCn1nc(NC(=O)c2ccco2)c2cc3cc(C)ccc3nc21	-1.3	-8	9	4	1	-8	54%[activator]	-3	1.9%
Cc1cc(C)c2cccc(NC(=S)NC(=O)c3ccccc3)c2n1	-2.6	28	2	1	4	6	?	9	3.3%
CCOc1ccc(N2CC(C(=O)Nc3ccc(S(=O)(=O)NCC4CCCO4)cc3)CC2=O)cc1 (stereo unspecified)	-0.1	3	10	-1	3	-12	1%	1	-1.5%
Cc1cccc(N2C(=O)C(Cl)=C(Nc3c(C)n(C)n(-c4ccccc4)c3=O)C2=O)c1C	0.1	-22	-2	1	1	16	-17%	-2	-3.1%
COc1cccc(OC)c1C(=O)Nc1ccc(S(=O)(=O)Nc2nccc(C)n2)cc1	0.3	-5	17	-3	1	3	-4%	-3	0.5%
CCc1ccccc1Nc1nc(N)nc(COC(=O)c2cccn2C)n1	-0.3	7	15	-7	2	12	-15%	10	-0.1%
CN(C)C=NC(=O)c1cc(C(=O)c2ccc(Cl)cc2)c[nH]1	-1.5	-25	3	5	1	?	-3%	0	2.5%
COc1cccc(-c2nc(CSCC(=O)NCCc3ccc(Cl)cc3)c(C)o2)c1	-0.4	-36*	28	4	48*	-27	46%[activator]	5	-1.6%
COC(=O)c1sc(-c2ccc(Cl)cc2)cc1NC(=O)CSCC(=O)O	-0.1	2	-2	0	3	-1	-10%	-11	12%
CCN(CC(=O)Nc1c(F)cccc1F)C(=O)C1CCN(S(=O)(=O)c2ccc(C)c(C)c2)CC1	-0.8	3	-7	-2	-1	6	.	3	-0.8%
CC(C)(C)C(=O)CSc1nc2c(c(-c3cccs3)c1C#N)CCC2	1.1	-13	-5	-4	7	-4	-7%	-2	11%
CCc1cccc(C)c1NC(=O)C1CCCN1S(=O)(=O)c1cccc2nsnc12 (stereo unspecified)	0.4	1	5	-2	3	-4	-5%	0	-0.1%
O=C(Cc1ccc(S(=O)(=O)N2CCOCC2)s1)Nc1cc(C(F)(F)F)ccc1N1CCCC1	-0.6	0	-10	5	29	-8	.	1	2.0%
Cc1ccc(C)c(OCC(=O)NCCN(C)C)c1	0.3	4	2	-2	-1	-6	2%	-14	1.5%
N#Cc1ccccc1OCC(=O)OCC(=O)NC1CCS(=O)(=O)C1 (stereo unspecified)	1.2	-10	-1	-2	1	0	.	-8	1.2%
CCCCC(=O)Nc1nnc(C)s1	-0.2	-9	0	0	2	-5	-11%	0	1.5%
CCOc1ccccc1OCCOc1ccccc1OC(C)C	-1.1	-4	-15	-1	5	-19	-6%	-2	1.5%
O=C(NN1C(=O)c2ccccc2NC1c1cccnc1)c1ccc([N+](=O)[O-])cc1 (stereo unspecified)	0.2	-8	6	-3	2	4	-3%	.	2.1%
CCN1CCN(C(=S)Nc2cccc([N+](=O)[O-])c2)CC1	-0.1	-27	-5	3	3	-5	4%	9	0.0%
FC(F)(F)c1cccc(N2CCN(c3ccc4nnc(-c5ccccc5)n4n3)CC2)c1	0.0	19	-4	1	4	-21	-22%	-20	0.1%

# Structures from the list above that have a CF3 group:
compound	TRHR ag	D1 antagonist	TRHR PAM	D1 PAM	D1 agonist	RXFP1 antagonist	Apoferritin bind	D2 potentiator	RXFP1 ag
O=C(Cc1ccc(S(=O)(=O)N2CCOCC2)s1)Nc1cc(C(F)(F)F)ccc1N1CCCC1	-0.6	0	-10	5	29	-8	.	1	2.0%
FC(F)(F)c1cccc(N2CCN(c3ccc4nnc(-c5ccccc5)n4n3)CC2)c1	0.0	19	-4	1	4	-21	-22%	-20	0.1%
